# EBV LMP1 NFkB – EBV LMP1-driven NF-kappaB luciferase reporter inhibitors, primary screen, cell-based, luminescence, single point. LMP1-induced NF-kappaB luciferase reporter cells. 350,000 compounds, 0.69% hits. inhibition, % at 12.5 µM. AID 504558, 2011; in the data active = inhibition above about 41%;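 note: 0% = neutral control wells and 100% = reference inhibitor control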
# NOD2 RIPK2 PPI – NOD2-RIPK2 binding disruptors in cells, primary screen, fluorescence, CHO cells, BLA complementation; CCF4 ratio; inhibition, % at 4.98 µM; 360,000 compounds, 0.38% hits; AID 624267, 2012; in the data active = inhibition above about 21%;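 note: 0% = vehicle only and 100% = reference blocker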
# Target sequence (O43353 whole entry, looked up): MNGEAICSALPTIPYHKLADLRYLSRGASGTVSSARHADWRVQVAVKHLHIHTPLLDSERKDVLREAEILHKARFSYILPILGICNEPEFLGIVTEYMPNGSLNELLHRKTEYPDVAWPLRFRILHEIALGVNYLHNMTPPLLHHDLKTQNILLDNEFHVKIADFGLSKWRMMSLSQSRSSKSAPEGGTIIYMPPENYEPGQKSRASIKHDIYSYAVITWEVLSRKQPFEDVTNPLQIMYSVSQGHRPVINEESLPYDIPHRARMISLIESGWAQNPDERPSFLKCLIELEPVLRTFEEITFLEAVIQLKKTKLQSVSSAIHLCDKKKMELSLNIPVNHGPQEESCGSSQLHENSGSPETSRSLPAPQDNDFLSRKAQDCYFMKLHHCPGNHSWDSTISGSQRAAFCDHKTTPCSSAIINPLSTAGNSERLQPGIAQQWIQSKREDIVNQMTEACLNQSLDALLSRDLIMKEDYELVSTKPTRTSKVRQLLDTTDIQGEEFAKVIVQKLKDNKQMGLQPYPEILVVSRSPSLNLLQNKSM
# SRC2 inh – inhibition of GAL4-SRC2 driven luciferase reporter, primary screen, SRC2 inhibitor project, cell-based, luminescence; Nuclear receptor coactivator 2 (Homo sapiens), Q15596; HEK293 GAL4-SRC2 luciferase reporter; inhibition, % at 9 µM; 370,000 compounds, 0.17% hits;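 active = inhibition above the mean inhibition of all tested compounds plus 3 SD, set per campaign, cut at about 52% in these data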;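 note: 0% = DMSO treated cells and 100% = cells given Gossypol at 36 µM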
# TROY NFkB inh – inhibitors of TROY-driven NF-kB signaling, primary screen, Q293 LMP1-TROYcd cells, NF-kB luciferase, uHTS; Q293 LMP1-TROYcd NF-kB luciferase reporter, 4 h; inhibition, % at 10 µM; 360,000 compounds, 0.98% hits;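 active = compounds whose plate-normalised and pattern-corrected inhibition of the luciferase reporter signal at the single screening dose is 50% or more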
# SRC1 inh – SRC1 coactivator transcriptional activity inhibitors, primary screen, cell-based, luminescence; 360,000 compounds, 0.12% hits; Nuclear receptor coactivator 1 (Homo sapiens), Q15788; AID 588354, 2011; HEK293 GAL4-SRC1 luciferase reporter; inhibition, % at 3.6 µM;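 active = inhibition above the campaign mean plus 3 SD, with each screening campaign given its own cutoff, cut at about 60% in these data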;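 note: 0% = DMSO treated cells and 100% = gossypol at 36 µM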
# TLR9-MyD88 inh – inhibitors of TLR9-MyD88 association in cells, primary screen, cell-based, CHO, BLA complementation, fluorescence; Toll-like receptor 9 (Homo sapiens) + Myeloid differentiation primary response protein …; CCF4 FRET ratio; inhibition, % at 4.98 µM; 340,000 compounds, 0.21% hits;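 active = inhibition above the mean over all tested compounds plus 3 SD, cut at about 21% in these data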;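 note: 0% = DMSO only wells and 100% = clavulanate BLA inhibitor control wells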
# TWEAK-Fn14 inh – inhibitors of TWEAK-Fn14 signaling, primary screen, luciferase reporter cells, uHTS | TWEAK-stimulated Fn14 reporter cells, luciferase luminescence, 8 h | inhibition, % at 10 µM | 360,000 compounds, 2% hits | AID 1159606, 2016; in the data active = inhibition above about 50%
# C8 TRAIL sens – viability loss with TRAIL in NB7+C8 cells, primary screen, TRAIL sensitizer project, cell-based, ATPlite luminescence. inhibition (viability loss, TRAIL sensitization), % at 10 µM. 360,000 compounds, 1% hits. AID 624354, 2012;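 active = compounds causing at least 50% loss of cell viability in the single-dose screen, relative to plate controls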
# NR2F2 inh – NR2F2 transcriptional activity inhibitors, primary screen, cell-based, luciferase reporter, HEK293T, luminescence; HEK293T NGFI-A luciferase reporter; COUP transcription factor 2 (Homo sapiens), P24468; 370,000 compounds, 0.7% hits; inhibition, % at 8.6 µM; AID 686940, 2013;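 active = inhibition above a per-plate cutoff, mean inhibition of test wells between control levels plus 3 SD, cut at about 38% in these data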;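 note: cells cotransfected with COUP-TFII expression vector driving the NGFI-A reporter; 0% = median of COUP-TF2 test wells and 100% = reporter-only cells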
# Target sequence (P24468 whole entry, looked up): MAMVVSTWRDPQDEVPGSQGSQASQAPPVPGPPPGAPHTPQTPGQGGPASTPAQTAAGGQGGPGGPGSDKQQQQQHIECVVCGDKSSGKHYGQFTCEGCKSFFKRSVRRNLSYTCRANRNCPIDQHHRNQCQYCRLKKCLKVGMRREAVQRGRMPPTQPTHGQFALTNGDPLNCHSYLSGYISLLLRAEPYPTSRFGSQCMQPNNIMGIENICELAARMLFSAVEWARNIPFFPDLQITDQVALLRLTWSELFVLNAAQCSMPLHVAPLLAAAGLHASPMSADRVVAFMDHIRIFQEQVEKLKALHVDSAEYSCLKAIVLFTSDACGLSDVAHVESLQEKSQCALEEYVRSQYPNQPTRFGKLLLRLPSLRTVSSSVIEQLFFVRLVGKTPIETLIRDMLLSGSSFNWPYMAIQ
# NR5A2 inv ag – LRH-1 (NR5A2) inverse agonists, primary screen, cell-based, luminescence, HEK293T, StAR-luciferase reporter. Nuclear receptor subfamily 5 group A member 2 (Homo sapiens), O00482. LRH-1 transfected, 24 h. inhibition, % at 3.6 µM. 360,000 compounds, 0.13% hits. AID 602396, 2012;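 active = inhibition above the mean inhibition of all tested compounds plus 3 SD, cut at about 73% in these data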;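 note: 0% = DMSO wells and 100% = reporter-only cells lacking LRH-1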
# SRC3 inh – SRC3 coactivator transcriptional activity inhibitors, primary screen, cell-based, luminescence; Nuclear receptor coactivator 3 (Homo sapiens), Q9Y6Q9; HEK293 GAL4-SRC3 luciferase reporter; inhibition, % at 3.6 µM; 360,000 compounds, 0.17% hits;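 active = inhibition above a per-campaign cutoff, the mean of all compounds plus 3 SD, cut at about 60% in these data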;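 note: 0% = DMSO-treated cells and 100% = gossypol-treated cells at 36 µM; higher means less SRC3-driven luciferase light from the GAL4 reporter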
# * hit, by the source's call; · = not tested or not shown.
SMILES,EBV LMP1 NFkB,NOD2 RIPK2 PPI,SRC2 inh,TROY NFkB inh,SRC1 inh,TLR9-MyD88 inh,TWEAK-Fn14 inh,C8 TRAIL sens,NR2F2 inh,NR5A2 inv ag,SRC3 inh
CC/C(=N\NC(N)=O)c1ccc(OC(F)F)cc1,4,-13,-14,3,-20,3,-1,-10,2,1,7
CCCC(=O)Nc1cc(C)c(NC(=O)c2ccccn2)cn1,6,0,-20,-42,-12,4,-22,9,-1,-20,-38
COc1ccc(-c2cc(=O)c3ccccc3[nH]2)cc1,4,4,-17,-26,-18,0,3,-2,16,-19,-9
C[N+]1(CCOc2ccc([N+](=O)[O-])cc2)CCOCC1,-5,-11,1,·,3,-7,16,7,-6,0,7
CN1C(=S)SC(/[N+]([O-])=C\c2ccccc2F)C1(C)C (stereo unspecified),4,6,0,-5,9,-5,-9,-3,-5,8,10
CC(Sc1ccc(S(=O)(=O)N2CCN(C)CC2)cn1)C(=O)Nc1cccc(Cl)c1Cl (stereo unspecified),-2,-10,-5,12,18,1,-1,-3,6,9,-4
Cc1ccc(CN(Cc2cc3cc4c(cc3[nH]c2=O)OCCO4)Cc2nnnn2Cc2ccco2)cc1,6,5,1,-20,-2,8,22,12,7,4,-11
O=C(NN1C(=O)/C(=C\c2cccnc2)SC1=S)C(c1ccccc1)c1ccccc1,0,3,12,-2,20,-1,10,-7,9,-13,21
Cc1cccc(-c2noc(-c3ccno3)n2)c1,-5,-9,-18,-39,-55,2,-8,8,-9,-69,-26
Nc1nc(SCC(=O)Nc2ccc(Br)cc2F)n[nH]1,26,3,5,-9,-8,1,-1,-1,7,-10,14
Cc1ccc(S(=O)(=O)NCCSC(C)(C)C)cc1,2,-2,0,13,4,0,-4,2,1,-5,-2
CCCCCCCCNc1ncnc2ccccc12,-5,-11,·,8,27,-10,36,6,·,53,20
COc1ccc(C2=CSC3=NCCN23)cc1[N+](=O)[O-],-2,-9,6,6,7,3,-13,-6,1,17,2
COc1ccc(S(=O)(=O)Nc2cccc(-n3cnnn3)c2)cc1,-1,-11,-10,-14,6,-38,11,16,-1,3,6
Cc1cc(NC(=O)CSc2nnnn2C2CCCC2)no1,-8,4,7,-2,3,-4,10,19,12,-7,-5
COC(=O)c1cc(NC(=O)c2c(F)c(F)c(F)c(F)c2F)cc(C(=O)OC)c1,5,9,-16,-10,-31,-6,0,8,20,5,12
N#Cc1ccc(/C=C2\CCn3c2nc2cc(C(=O)O)ccc2c3=O)cc1,-3,-7,-19,3,-11,-1,18,-9,-22,12,12
COc1cc(C#N)ccc1OC(=O)C1CCN(C(=O)c2ccc(F)cc2)CC1,-1,-9,-21,20,-1,-3,10,9,-6,-6,-3
CC(C)c1ccc(NC2CCCN(C(=O)CCN3CCCCC3=O)C2)cc1 (stereo unspecified),9,-8,12,-14,-18,-2,1,0,-9,-4,-10
CC1CCN(C(=O)c2nc[nH]c2C(=O)OCCNC(=O)OC(C)(C)C)CC1,-11,-11,-11,-8,9,5,1,8,5,19,7
CN1C(C)(C)CC(NC(=O)CCC(=O)NC2CC(C)(C)N(C)C(C)(C)C2)CC1(C)C,4,1,9,5,-85,-6,11,-9,-7,14,-13
c1csc(C(c2nnnn2C2CCCC2)N2CCOCC2)c1 (stereo unspecified),-4,4,-1,·,-3,1,-7,-9,-4,15,14
CCC(=O)N/C(N)=N/c1nc(C)c2cc(OC)ccc2n1,-4,-1,-79,-70,-53,2,-47,9,-51,-90,-51
CCC(C)c1ccc(NC(=S)NCCn2cc(Br)cn2)cc1 (stereo unspecified),1,-4,22,-2,-5,5,10,1,20,-8,7
O=C(NC(NC(=O)c1ccccc1)C(=O)c1ccccc1)c1ccccc1,-1,-16,-18,17,3,0,-20,-4,-2,-6,8
Cc1ccc2c(c1)cc(CN(CCc1ccccc1)C(=O)N1CCOCC1)c1nnnn12,2,2,10,-5,2,-1,-12,20,3,-6,3
FC(F)(F)c1ccc(C2Nc3cccc4cccc(c34)N2)cc1,-5,4,-9,15,2,4,35,1,12,7,-10
O=C(NC1CCSC1=O)c1ccccc1 (stereo unspecified),-12,-1,2,9,4,0,-2,-9,24,14,-7
Cc1ccc(C(=O)COc2nc(C)nc3ccccc23)cc1,-3,-10,-22,8,-14,2,-3,4,-16,-8,1
COc1cccc(/C=N/NC(=O)c2ccc(N(C)S(=O)(=O)c3ccccc3)cc2)c1OC,5,-18,-4,4,14,0,15,-9,-11,-6,10
CN(C)c1cc(-c2cccc([N+](=O)[O-])c2)oc(=O)c1Cl,2,-5,-8,2,-17,-1,-10,10,7,-5,12
CC(C)(C)NS(=O)(=O)c1ccc(CCC(=O)Nc2ccc3c(c2)OCCO3)cc1,-4,-3,0,-9,-5,8,5,-7,8,-13,5
O=C1CN(C(=O)c2ccc(Br)o2)C(c2ccccc2)c2cc(F)ccc2N1 (stereo unspecified),2,-1,7,-9,3,-2,11,-16,-1,0,8
CCC(=O)Nc1ccccc1C(=O)OCC(=O)c1ccccc1,-16,-11,-35,-34,-119,9,9,2,-26,-95,-93
CC(=O)Nc1c(Cl)cc2c(c1Cl)Cc1cc(C#N)ccc1-2,-10,2,20,-11,8,-6,-36,-5,2,-19,-3
COc1cc(OC)cc(C2=Cc3ccccc3C(CC(C)=O)N2c2ccc(-c3cncnc3)cc2)c1 (stereo unspecified),·,-2,9,-20,·,·,16,-7,2,-2,·
Cc1ccccc1C(=O)Oc1ccc(Cl)cc1C(=S)N1CCOCC1,0,-12,-5,2,11,-1,0,28,7,-26,11
Cc1ccnc(NC(=O)CSc2ccc3c(c2)OCCO3)c1,-11,-3,-58,-26,-59,8,2,2,-22,-32,-41
COc1ccc(C(=O)N2CCOC2CNC(=O)C(=O)NCCc2ccc(OC)c(OC)c2)cc1 (stereo unspecified),6,-1,-32,17,7,1,6,-10,0,-4,6
Cc1cnn(CCC(=O)NNC(=S)Nc2ccccc2)c1,13,-2,-25,2,-28,13,-6,-2,1,0,-11
COc1ccccc1C(CC(=O)O)c1ccc2c(c1)OCO2 (stereo unspecified),8,2,25,12,6,-2,-3,-8,-4,8,-6
CN(C)C(=O)c1cc(C(=O)c2ccc(F)cc2Cl)c[nH]1,0,-4,-31,-42,-29,6,-11,-13,-13,-55,-55
Fc1ccccc1NC(=S)Nc1ccc(Br)cc1,3,-5,4,-62,-19,-6,-4,21,4,-27,5
COc1ccc(NC(=O)C2(C)Cc3c(-c4cccc(NC(C)=O)c4)ccnc3O2)cn1 (stereo unspecified),·,12,21,1,9,·,20,13,-67,25,20
CSC1=NCCN1C(=O)C(C)Oc1ccccc1 (stereo unspecified),6,3,16,-14,-6,-2,-6,3,-5,-27,-1
Cc1c(Cl)cnc(NC(=O)COC(=O)C2CC3CCCC(C2)C3=O)c1Cl (stereo unspecified),-5,7,-12,1,-12,0,1,-1,-4,-10,-28
Cc1ccc(C(=O)N/N=C/c2ccc(-c3ccccc3[N+](=O)[O-])o2)cn1,3,8,-16,5,3,-2,-12,-10,3,17,-10
COc1ccc(S(=O)(=O)Nc2cc(Cl)ccc2-n2cncn2)cc1,-1,2,-2,-7,3,-39,27,3,-1,-1,9
CNc1ncnc2c1ncn2[C@H]1CN(C2CCCC2)C[C@@H](CO)O1,·,1,20,3,7,·,-7,2,8,-4,-6
Cc1ccc(NC(=O)c2ncn(CCCNCC(C)c3ccccc3)n2)cc1C (stereo unspecified),-16,0,-31,-8,-5,-14,-12,-9,-40,19,9
COc1ccc(C(=S)N2CCN(C)CC2)cc1Br,-1,-1,-22,-13,1,-12,20,7,7,14,10
CC(C)CC1C2C(=O)N(c3ccccc3)C(=O)C2ON1c1ccccc1 (stereo unspecified),-1,-5,-68,-3,-6,-12,4,-12,-22,6,10
CC(C)(C)c1ccc(S(=O)(=O)NCC(=O)Nc2sc3c(c2C(N)=O)CCCC3)cc1,5,-7,7,16,-1,6,2,32,-17,11,16
COc1ccc(CCNC(=O)CSc2nnnn2-c2ccccc2OC)cc1OC,2,-3,8,-8,-5,-2,20,-20,-2,10,8
COc1ccc(C(=O)CC(C#N)c2ccc3c(c2)OCO3)cc1OC (stereo unspecified),-1,12,-18,2,9,-10,16,-8,12,-18,9
N#Cc1ccc(OCC(=O)Nc2nc(-c3ccncc3)cs2)cc1,1,1,-13,10,8,3,-2,0,19,-9,-6
Cc1occc1C(=O)Nc1cc(S(=O)(=O)N2CCOCC2)ccc1OC(C)C,-4,-9,-4,3,-2,-7,-8,-26,-7,-1,-5
CC(=O)Nc1nnc(SCC(=O)N2CCN(Cc3ccccc3)CC2)s1,-25,-13,-36,-18,-25,-7,3,3,5,-1,9
COc1ccccc1C(=O)N1C(CC(=O)Nc2ccc(C)c(C)c2)C(=O)NC2CCCCC21 (stereo unspecified),5,-7,10,-2,2,5,9,5,6,-3,8
CCC(=O)Nc1cccc(-c2cnc3ccccc3n2)c1,-30,3,-48,-55,-79,0,6,-7,-51,-85,-52

# Copied from the list.
# Under NOD2 RIPK2 PPI, N#Cc1ccc(OCC(=O)Nc2nc(-c3ccncc3)cs2)cc1 reads 1
# Under C8 TRAIL sens, COc1ccc(C(=S)N2CCN(C)CC2)cc1Br reads 7
# Under NR5A2 inv ag, Fc1ccccc1NC(=S)Nc1ccc(Br)cc1 reads -27

# Next part.
SMILES,EBV LMP1 NFkB,NOD2 RIPK2 PPI,SRC2 inh,TROY NFkB inh,SRC1 inh,TLR9-MyD88 inh,TWEAK-Fn14 inh,C8 TRAIL sens,NR2F2 inh,NR5A2 inv ag,SRC3 inh
O=[N+]([O-])c1ccc(NN=Cc2ccc(O)cc2)nc1,-26,4,-51,-16,-125,11,30,6,-45,-74,-73
O=C(CCNS(=O)(=O)c1cccc2nsnc12)NCCC1=CCCCC1,-2,4,1,20,6,-13,-14,-8,19,10,9
CCOC(=O)/C(C#N)=C/c1c(N2CCN(Cc3ccc4c(c3)OCO4)CC2)nc2c(C)cccn2c1=O,12,-6,-26,11,18,·,1,-23,-8,13,6
O=C([C@H](O)c1ccccc1)N1CCC[C@H]1CO,11,1,11,23,-12,11,17,-6,-8,-1,-11
CCN1CCN(C(CNS(=O)(=O)c2ccc(OC)c(C)c2)c2cccnc2)CC1 (stereo unspecified),2,5,10,-3,-4,3,-7,-9,5,-4,16

# Some of the compounds tested (hit frequency here may not be typical).
